Bioassay records from PubChem BioAssay.
FLuc stim CS: firefly luciferase counter-screen for stimulation assays; activation factor at 10 µM; 200,000 tested, under 10 active; P08659; ATPlite luciferase biochemical, luminescence, 10 min; 0 = ATP-free wells, 1 = DMSO control; AID 1027;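 active means luciferase activation factor, scaled between plate controls, of at least 2 with compound at 10 µM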
Target sequence (P08659 whole entry, looked up): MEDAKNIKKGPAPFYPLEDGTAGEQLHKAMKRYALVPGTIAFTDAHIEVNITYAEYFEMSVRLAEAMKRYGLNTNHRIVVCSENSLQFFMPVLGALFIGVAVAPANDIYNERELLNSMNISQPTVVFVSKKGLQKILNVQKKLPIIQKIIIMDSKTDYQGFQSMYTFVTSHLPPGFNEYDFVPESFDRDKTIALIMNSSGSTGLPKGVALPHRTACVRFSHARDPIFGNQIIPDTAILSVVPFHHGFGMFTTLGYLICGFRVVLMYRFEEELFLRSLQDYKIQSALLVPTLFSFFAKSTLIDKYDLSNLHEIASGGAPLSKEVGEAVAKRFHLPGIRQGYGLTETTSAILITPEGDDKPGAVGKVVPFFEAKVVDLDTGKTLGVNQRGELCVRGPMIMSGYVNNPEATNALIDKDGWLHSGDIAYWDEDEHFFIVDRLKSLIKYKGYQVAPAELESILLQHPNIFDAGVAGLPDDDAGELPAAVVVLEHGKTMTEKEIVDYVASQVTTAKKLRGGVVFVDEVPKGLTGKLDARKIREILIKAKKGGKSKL
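System: Luciferase/luciferin detection reagent, cell-free biochemical luciferase assay | Medium: PBS buffer for ATP | Dosing: Test compounds dosed from 2 mM stocks in 100% DMSO | Timing: 10 min at ambient temperature | Signal: Luminescence measurement of luciferase light output | Evaluation: Luciferase activation, seen as luminescence increase over controls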
G6PDH CS: counter-screen for G6PDH assay hits: L. mesenteroides G6PDH inhibition | Purified L. mesenteroides G6PDH, diaphorase/resazurin coupled fluorescence, 45 min | inhibition, % at 5 µM | 0.12% of 200,000 active; in the data active means inhibition above about 50%
APP 5'UTR act: activates APP 5'UTR luciferase reporter; SH-SY5Y APP 5'UTR luciferase reporter, luminescence; zero percent = DMSO vehicle wells; activation, % at 2 µM; 1% of 190,000 active; AID 1276;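 active means activation above a set limit, based on mean plus 3 SD of controls, cut at about 140% in these data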; further: values of inactives mirror those of a sister screen read the other way
APP transl inh: APP translation inhibition | 0.82% of 190,000 active | SH-SY5Y APP 5'UTR-luciferase reporter, luminescence | inhibition, % at 2 µM | AID 1285;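 active means inhibition above a set limit, derived from the sample mean plus 3 SD, cut at about 45% in these data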; further: values of inactives mirror those of a sister screen read the other way
FLuc inhib CS: counter-screen for luciferase assay inhibitors: firefly luciferase inhibition | inhibition, % at 10 µM | AID 1006 | 1.5% of 200,000 active | ATPLite firefly luciferase biochemical luminescence, 10 min;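 active means inhibition above about 50% when tested at 10 µM, limit read from the data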
HMGR II inh: blocks class II HMG-CoA reductase of Enterococcus faecalis | AID 1066 | inhibition, % at 10 µM | purified E. faecalis HMGR, NADPH absorbance 340 nm kinetic | 0.41% of 190,000 active;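 active means inhibition above a set limit, the median over all tested compounds plus 3 SD, cut at about 9.5% in these data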;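 further: enzyme runs in reverse so mevalonate oxidation gives rising NADPH absorbance; 0% = complete reaction with DMSO and 100% = background rate lacking mevalonate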
STAT1 activator: activators of IFN-gamma induced STAT1 signaling. NIH 3T3 STAT1-luciferase reporter, luminescence; 100% = IFN-gamma alone, no compound. activation (% of control), % at 5.5 µM. 2.6% of 200,000 active;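 active means activation above the screen-wide mean activation plus 3 SD, cut at about 130% in these data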;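 further: raw ratio to IFN-gamma control signal so 100% means no change and 0% no light; values of inactives mirror those of a sister screen read the other way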
Redox H2O2 prof: compounds producing H2O2 with reducing agent – biochemical, NIH compound library profiling, artefact control for MLSCN library redox annotation, primary screen; DTT-dependent redox cycling H2O2, phenol red/HRP absorbance; 100% = 100 µM peroxide control, 0% = buffer; activation, % at 10 µM; 0.03% of 200,000 active; AID 878;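 active means activation of at least 50% relative to the plate's high and low controls in the primary single-dose screen; inactive means activation below 50%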;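 further: compound incubated with DTT at 0.8 mM final as the reducing agent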
Hsp70 activator: transcriptional activators of Hsp70. HeLa Hsp70 promoter luciferase reporter, luminescence; scaled: vehicle 0, proteasome-inhibitor control 100%. activation, % at 10 µM. 0.04% of 200,000 active;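 active means activation above the mean across all tested compounds plus 3 SD, cutoff set per campaign, cut at about 5.5% in these data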;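 further: 100% = MG132 at 30 µM as the positive control and 0% = DMSO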
NF-kB neuron act: raises NF-kB expression in human neuronal cells | NF-kB reporter expression; hits give high values | AID 1239 | fold change at 12.5 µM | 1.6% of 190,000 active; in the data active means fold change above about 3.3
Numbers without * were called inactive; x = no result given.

SMILES	FLuc stim CS	G6PDH CS	APP 5'UTR act	APP transl inh	FLuc inhib CS	HMGR II inh	STAT1 activator	Redox H2O2 prof	Hsp70 activator	NF-kB neuron act
CCC1CCCCN1CCNC(=O)CNS(=O)(=O)c1ccc2nc(C)sc2c1 (centres undefined)	1.1	-3	8	-8	-6	-6	96	-0.8	0.2	1.1
CN(C)S(=O)(=O)c1ccc(C(=O)OCC(=O)Nc2ccccc2OC(F)F)cc1	1.1	12	-16	16	-8	1	101	-0.2	-0.2	1.4
COc1cccc(NC(=O)CNC(C)CCC(C)C)c1 (centres undefined)	1.1	16	-13	13	-7	-2	98	0.0	0.0	1.2
CSc1ccccc1NC(=S)N/N=C/c1cccn1Cc1cccc(C)c1	1	1	2	-2	-3	0	97	1.4	-0.1	0.96
COCCOC(=O)c1[nH]c2c(c1C)C(=O)CC(c1ccco1)C2 (centres undefined)	1.1	-7	-95	96*	-6	-9	96	-1.5	-0.2	2.3
COc1ccccc1OCC(=O)NN=C(Cc1ccccc1)Cc1ccccc1	1	22	-9	9	4	5	100	0.0	-0.4	1.2
Cn1ncc2c(NNC(=O)c3ccc(Cl)cc3Cl)ncnc21	1.1	8	-10	10	-6	-5	94	0.4	-0.6	1.1
CCOc1ccnc(OCC)c1Br	1	11	-18	18	0	-2	90	0.6	-0.2	1.1
CCC(=O)c1ccc(N2CCN(C(=O)c3ccccc3)CC2)c(F)c1	1.1	6	12	-12	-8	2	95	-0.5	0.2	1.1
Cc1oc2c(c1C(=O)N1CCOCC1)C(=O)c1ccccc1C2=O	1	58*	-2	2	2	1	93	-1.3	-0.3	0.22
O=C(NCC1CCCO1)c1ccc(COCC(F)(F)C(F)F)cc1 (centres undefined)	1	38	14	-14	-1	0	107	0.3	-0.2	1.2
Cc1cc(SCC(=O)N/N=C/c2ccc(O)c(O)c2)c(C)cc1Br	1	12	-25	25	-3	-1	91	-0.1	-0.3	0.57
Cc1cc(C(=O)CSc2nncs2)c(C)n1Cc1ccco1	0.3	5	181*	-181	74*	-2	67	-1.7	-0.3	4.7*
CCN(Cc1ccccc1)C(=O)c1ccc(CNS(=O)(=O)c2ccc(C)cc2)cc1	1.1	1	28	-28	-8	3	110	0.1	-0.1	0.97
CCOc1cc(/C=N/O)ccc1OCC(=O)Nc1cccc(C)c1	1	4	18	-18	3	-3	104	-0.3	-0.2	1.3
COC(=O)c1ccc2nc(NC(=O)C(C)C)sc2c1	0.4	-2	96	-96	60*	0	134*	-0.9	-0.1	6*
CCN(CC)CCn1c(=S)[nH]c2ccc(Cl)cc2c1=O	1	14	4	-4	1	1	102	0.0	0.2	1.1
O=[N+]([O-])c1cc2c(cc1[N+](=O)[O-])OCCOCCOCCOCCO2	1	5	35	-35	1	-7	96	0.3	-0.1	1.1
COC(=O)c1ccc(NC(=O)CCNS(=O)(=O)c2cccc3nonc23)cc1	1.1	5	-10	10	-8	-2	94	-2.9	0.1	1
CN(C)c1ccc(NC(=O)c2cccc(N3C(=O)CCC3=O)c2)cc1	0.9	8	-2	2	14	-5	100	0.3	-0.1	1
CN(C)c1ccc(C(=S)Nc2ccccc2)cc1	0.4	-1	132	-132	56*	4	139*	0.0	-0.3	2.9
CN(NC(=O)c1ccccc1F)c1nc(C(F)(F)F)nc2ccccc12	1	3	-91	91*	-2	1	90	0.1	-0.1	1.7
NS(=O)(=O)c1ccc(NCC2COc3ccccc3O2)c([N+](=O)[O-])c1 (centres undefined)	1.1	4	15	-15	-8	0	102	0.0	-0.2	0.99
CCC(C)(C)n1nnnc1C(c1ccccc1F)N1CCC(C(N)=O)CC1 (centres undefined)	1	13	7	-7	-1	-6	97	1.6	-0.2	1.2
O=C(NCCCn1ccnc1)/C(=C/c1ccco1)NC(=O)c1ccccc1	x	x	7	-7	x	x	98	2.3	-0.3	x
CN(C)S(=O)(=O)N1CCN(c2ccc([N+](=O)[O-])c(NC3CC3)c2)CC1	1	-1	-6	6	1	-2	90	0.3	-0.3	0.88
Cc1sc(-c2cccnc2)nc1OC(=O)C1CC1	0.8	5	2	-2	19	3	104	0.7	0.0	0.9
Cc1ccc2c(c1)c1nnc(SCC(=O)Nc3cccc(Cl)c3C)nc1n2CC(=O)O	1	10	-9	9	-1	-2	96	-0.6	-0.2	1
Cc1cc(C)c(NC(=S)NCCCSC2CCCCC2)c(C)c1	1.1	5	21	-21	-11	-4	96	-0.9	-0.3	1.4
O=C(CN1C(=O)C2C3C=CC(C3)C2C1=O)Nc1ccc(C(=O)O)cc1 (centres undefined)	1	0	-14	14	1	0	104	-4.1	0.3	1.1
N#C/C(=C\c1cc([N+](=O)[O-])c(N2CCCCC2)cc1N1CCCCC1)c1nn(-c2ccccc2)c(N)c1C#N	1.1	6	7	-7	-7	-3	91	-4.4	0.1	1.6
Cc1ccc(-n2c(SCC(=O)Nc3ccc4cn[nH]c4c3)nnc2-c2ccco2)cc1	1	-1	-24	24	-5	-2	94	0.4	-0.5	0.61
C(=N\c1nccs1)/c1cccnc1	1	-5	31	-31	-2	-3	111	-0.1	0.0	1.1
Cc1cc(N/C=C/C(=O)c2cccs2)ccc1F	0.2	-2	178*	-178	80*	-9	122	0.4	0.2	7.6*
O=C1N/C(=C/c2ccc(N3CCOCC3)cc2)C(=O)N1Cc1ccc(F)cc1	1	14	-17	17	-1	-5	106	0.0	-0.1	1.1
N#Cc1nc(COc2ccccc2Cl)oc1NCc1ccco1	1	6	-6	6	-3	-4	102	-0.3	0.0	1.9
COc1ccc(CN(C(=O)CN2C(=O)COc3ccccc32)C2CCCC2)c(OC)c1	1.1	2	-7	6	-6	0	98	2.2	-0.1	0.84
COc1ccc2[nH]c3c(NCCN4CCCCC4)ncnc3c2c1	1	11	2	-2	-2	3	88	0.1	-0.4	0.94
Cc1ccc(S(=O)(=O)N2CCC(C(=O)NCCc3ccccn3)CC2)cc1	1	1	-11	11	0	0	96	0.0	-0.1	1.3
CC1(C)c2ccccc2N2CC(=O)NC21/C=C/c1ccco1 (centres undefined)	1	11	13	-13	-2	-6	90	1.6	-0.3	1.2
CC1(C)CC2(CC(C)(C(=O)CSc3nc4ccccc4s3)OC2=O)C(=O)O1 (centres undefined)	1.1	2	-11	11	-5	-4	87	1.1	-0.2	1.8
CCc1ccc(CN/C=C/C(=O)c2ccc(Br)cc2)cc1	1	1	x	x	-4	-1	96	0.3	-0.1	1.1
O=c1c2ccccc2oc2nc(C3CCCCC3)n(Cc3ccco3)c(=O)c12	1	-5	12	-12	4	1	98	0.4	-0.1	1.2
COc1cccc(/C=N/NC(=O)c2cc3c(OC)cccc3[nH]2)c1OC	1	-16	-2	2	-2	0	106	0.0	-0.4	0.81
CCCc1ccc(-c2cc(NC(=O)CSc3n[nH]c(N)n3)n(-c3ccccc3)n2)cc1	0.8	-1	34	-34	19	-2	117	0.4	0.1	1.3

An excerpt from above in order of the APP 5'UTR act value, descending.
canonical_smiles | APP 5'UTR act | APP transl inh | HMGR II inh | STAT1 activator | Redox H2O2 prof | Hsp70 activator | NF-kB neuron act
CC1(C)c2ccccc2N2CC(=O)NC21/C=C/c1ccco1 (centres undefined) | 13 | -13 | -6 | 90 | 1.6 | -0.3 | 1.2
CC1(C)CC2(CC(C)(C(=O)CSc3nc4ccccc4s3)OC2=O)C(=O)O1 (centres undefined) | -11 | 11 | -4 | 87 | 1.1 | -0.2 | 1.8
O=C1N/C(=C/c2ccc(N3CCOCC3)cc2)C(=O)N1Cc1ccc(F)cc1 | -17 | 17 | -5 | 106 | 0.0 | -0.1 | 1.1

Following part
SMILES	FLuc stim CS	G6PDH CS	APP 5'UTR act	APP transl inh	FLuc inhib CS	HMGR II inh	STAT1 activator	Redox H2O2 prof	Hsp70 activator	NF-kB neuron act
COc1ccccc1C1N(c2cc(Cl)ccc2OC)C(=O)C2CCCN21 (centres undefined)	1.1	0	-2	2	-6	3	99	-1.2	-0.4	1.5
CC(=O)Nc1ccccc1C(=O)C(=O)Nc1ccc(F)cc1	1.1	1	26	-26	-5	1	107	-3.4	-0.1	1
CCOC(=O)c1ccc(NC(=O)CN2C(=O)C(C)SC(C)C2=O)cc1 (centres undefined)	1	0	6	-6	0	-1	104	0.2	-0.6	1.1
O=C1CN2C(=Nc3ccc(Cl)cc3C2c2ccccc2)CN1 (centres undefined)	1	-25	0	0	-3	-4	95	-0.6	0.5	0.87
Cc1n[nH]c(=O)n1-c1ccc(C(C)(C)C)cc1	1	3	14	-14	-4	2	101	-1.8	0.1	1.2
CC(/C=N/NC(=O)c1cccnc1)=C\c1ccco1	0.8	2	13	-13	16	0	109	0.2	-0.2	0.98
CC1CCCN(C(=O)c2cccc(S(=O)(=O)Nc3cc(C(F)(F)F)ccc3Cl)c2)C1 (centres undefined)	1	-9	-11	11	-3	-3	94	-0.2	-0.2	1.1
CCSc1nc2c(sc3nc(C)cc(C)c32)c(=O)[nH]1	1	-10	-3	3	-2	0	87	-1.1	-0.1	1
O=C(O)CSc1nc2c(c(C(F)(F)F)n1)CCc1ccccc1-2	1.1	3	20	-20	-6	-9	96	-0.1	-0.2	1
Cc1ccccc1NC(=O)c1cccc2nccnc12	1	2	8	-8	2	-1	100	0.1	0.1	1.4
O=C(CN(Cc1cccs1)C(=O)CNS(=O)(=O)c1ccc(Cl)cc1)NCC1CCCO1 (centres undefined)	1	17	8	-8	-4	-5	98	-1.2	0.1	0.92
CSc1nsc(SCCN2C(=O)c3ccccc3C2=O)n1	1	0	5	-5	-1	2	101	0.2	0.2	1.2
COc1ccc(CC(=O)c2ccccc2C(=O)O)cc1	1.1	-1	-6	6	-6	-7	112	0.1	-0.2	1.2
CCOC(=O)C1=C(C)Nc2ccccc2N=C1NC(=O)c1cccc(S(=O)(=O)NCc2ccccc2)c1	1.1	2	2	-2	-6	-1	100	0.8	-0.3	0.97
CCCC(=O)OCC(=O)NCc1ccc(Cl)cc1	1	9	-4	4	1	0	94	-1.8	-0.4	1.3
Nc1ccc(C(=O)Nc2nc3ccccc3s2)cc1	0.3	-10	160*	-160	74*	-2	125	0.0	0.1	3.9*
COc1ccc(C)cc1NC(=O)c1nnn(Cc2cccc(F)c2)c1N	1.1	-21	-8	8	-6	-2	93	-0.5	-0.2	0.85
C/C(=N\NC(=O)C(C)n1nc(C)c([N+](=O)[O-])c1C)c1ccccc1O (centres undefined)	1	-3	-42	42	-4	-4	98	-0.5	-0.3	1.3
COc1ccc(OCCNc2cc(Cl)ccc2[N+](=O)[O-])cc1	1.1	-37	-10	10	-5	-3	99	-0.3	-0.5	1.2
C=CCn1c(C)cc(C(=O)COc2nncc3ccccc23)c1C	0.8	12	63	-63	19	-1	127	-0.7	0.2	1.7
COc1cc(CNCc2cccs2)ccc1OCC(N)=O	1	4	-16	16	-3	-4	98	-4.5	0.1	1
O=C(CC1C(=O)NCCN1Cc1c(F)cccc1Cl)NCCC1=CCCCC1 (centres undefined)	1.1	2	-2	2	-7	-3	81	0.0	-0.6	0.96
C[C@@H](CN1C2=NC[C@H](C)N2C[C@H]1Cc1ccc(O)cc1)NC(=O)CCC1CCCCC1	1.1	2	-6	6	-10	4	103	0.6	-0.1	0.97
Cn1c(SCC(=O)NC(=O)c2cccc([N+](=O)[O-])c2)nnc1-c1ccc(F)cc1	1.1	1	10	-10	-9	-4	98	-0.9	0.1	1.4
O=c1[nH]c(CN2CCN(S(=O)(=O)c3ccc(Cl)cc3)CC2)nc2cc(Cl)ccc12	1.1	-7	16	-16	-6	-3	88	0.5	-0.4	0.78

This is a random part of the collection; any-hit rate near 5.3%.
